Kir21 inh – inhibitors of mouse Kir2.1 inward-rectifier potassium channel; Inward rectifier potassium channel 2 (Mus musculus), P35561; HEK293-Kir2.1, FluxOR thallium flux fluorescence; active compounds read low; B-score at 10 µM; 310,000 tested, 0.85% active; AID 1672, 2009;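 active = fluorescence ratio B-score at or below minus 3 SD of library scores, with starting-brightness B-score within 2 SD, cut at about -4.2 in these data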;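 also: channel flux triggered by added potassium and thallium sulfate stimulus; B-score of peak minus minimum fluorescence over baseline after thallium stimulus; more negative B-score means stronger Kir2.1 block with less thallium influx; some compounds called inactive have numbers as strong as hits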
Target sequence (P35561 whole entry, looked up): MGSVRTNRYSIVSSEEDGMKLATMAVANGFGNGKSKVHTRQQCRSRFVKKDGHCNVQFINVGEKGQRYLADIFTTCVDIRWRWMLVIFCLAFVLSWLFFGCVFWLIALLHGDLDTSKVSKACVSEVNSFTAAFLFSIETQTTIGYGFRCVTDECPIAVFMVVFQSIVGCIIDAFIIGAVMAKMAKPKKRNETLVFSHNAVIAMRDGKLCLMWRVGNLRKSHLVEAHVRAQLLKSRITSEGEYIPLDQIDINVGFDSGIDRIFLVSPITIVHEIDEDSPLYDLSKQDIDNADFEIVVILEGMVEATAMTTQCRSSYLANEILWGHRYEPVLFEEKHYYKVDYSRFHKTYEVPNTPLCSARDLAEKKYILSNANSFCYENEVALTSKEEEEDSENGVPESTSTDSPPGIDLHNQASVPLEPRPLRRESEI
KCNQ2 block – KCNQ2 potassium channel inhibitors, primary screen, cell-based, CHO-K1, FluxOR thallium flux, B-score (AID 2156) | Potassium voltage-gated channel subfamily KQT member 2 (Rattus norvegicus), O88943 | 20 min; active compounds read low | B-score at 10 µM | 310,000 tested, 1.1% active;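 active = fluorescence ratio B-score at most minus 3 library SDs, with starting brightness B-score within 2 library SDs, cut at about -5.5 in these data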
Numbers without * were called inactive; i = inactive.

Kir21 inh | KCNQ2 block | Structure
-1.94 | i | Cc1ccc(/C=N/N2CCN(Cc3ccccc3)CC2)o1
0.04 | i | CC(=O)c1cccc(NC(=O)/C(=C/c2ccncc2)NC(=O)c2ccccc2)c1
-0.1 | i | CC[C@H](C)NC(=O)CCCCCn1c(=S)[nH]c2c([nH]c3ccc(OC)cc32)c1=O
0.17 | i | CCOC(=O)c1sc2nc(N3CCOCC3)c3c(c2c1N)CCN(Cc1ccccc1)C3
-2.02 | i | CSC1=NC(C(Cl)(Cl)Cl)N=C(c2ccccc2)N1 (stereo unspecified)
1.31 | i | COC(=O)c1c(NC(=O)c2cnccn2)sc2c1CCC2
-1.8 | i | CN1CCN(C2Cc3cc(F)ccc3Sc3ccc(Cl)cc32)CC1 (stereo unspecified)
-0.51 | i | C/C(=N\Nc1ccc([N+](=O)[O-])cc1)c1ccc(-n2nncc2C)cc1
1.3 | i | C1=C(c2ccccc2)N2CCN=C2S1
-1.9 | i | CCc1ccc(NC(=O)[C@H](C)NC(=O)C2CCN(C(=O)[C@@H](N)Cc3ccccc3)CC2)cc1
0.17 | i | CCOC(=O)c1sc(NC(=O)OC)c(C(=O)OC)c1C
1.67 | i | O=C(CCc1nnc(CCCCc2ccccc2)o1)N(CCO)Cc1ccccc1
-1.56 | i | N#CC(C#N)=C1NC(N)=C(C#N)C(c2ccccc2)=C1C#N
0.47 | i | Cc1ccc(N2C(=O)CC2(C#N)c2ccc(OCc3ccccc3)cc2)cc1 (stereo unspecified)
0.53 | i | Cc1cc(C)nc(Nc2ccc(F)cc2)n1
3.28 | i | Cc1nc(NCc2ccccc2)[nH]c(=O)c1CCC(C)C
0.94 | i | Cc1cc(NC(=O)c2c(F)cccc2Cl)n(-c2nc3ccccc3[nH]2)n1
-1.54 | i | COc1ccc2c(c1OC)C(=O)N1C2SC[C@H]1C(=O)NCCC(C)C (stereo partly specified)
0.81 | i | COc1ccc2nc3oc(C(=O)N4CC(C)CC(C)C4)cc3cc2c1 (stereo unspecified)
0 | i | O=C(Cc1cccc2ccccc12)NCC(=O)Nc1ccccc1F
-0.27 | i | COc1ccc(Cl)cc1NC(=O)Nc1cc(C)on1
-1.41 | i | Cc1ccc(/C=C/C(=O)O)cc1S(=O)(=O)N1CCc2ccccc2C1
1.02 | i | C(=N\n1cnnc1)/c1ccc(OC2CSC2)cc1
-1.56 | i | Cc1nn2c(-c3ccc(S(=O)(=O)N4CCN(CCO)CC4)o3)nnc2c2ccccc12
-0.9 | i | COc1ccc(CC(=O)Nc2cc(Cl)ccc2N2CCCC2)cc1
0.07 | i | O=C(NCCc1ccccc1)NC1CCCCC1
1.41 | i | O=[N+]([O-])c1cccc(NC(=S)N2CCN(c3ccccn3)CC2)c1
0.04 | i | Cc1ccc(-c2cc(C(=O)Nc3nn[nH]n3)c3ccccc3n2)c(C)c1
-0.9 | i | O=C(NCc1ccccc1)C(c1ccco1)N(C(=O)c1ccccn1)c1ccc(F)cc1 (stereo unspecified)
-0.01 | i | O=C(Nc1cccc(C(=O)O)c1)/C(=C\c1ccco1)NC(=O)c1ccccc1Cl
-0.26 | i | CCCN(CC(=O)Nc1ccccc1OC)C(=O)CSc1nc(C)cc(C)n1
-2.22 | i | Cc1ccsc1/C=N/Nc1nc2ccccc2s1
-0.02 | i | COc1ccc(CNc2nc(S(=O)(=O)c3ccccc3)c(Cl)s2)cc1OC
1.66 | i | O=C(NCCc1nnc2ccccn12)c1cccs1
0.11 | i | Cc1nc(SCC(=O)NNC(=O)c2cccs2)[nH]c(=O)c1C
0.33 | i | CC(C)Cc1ccc(CN2CCCC(NC(=O)c3ccnn3C)C2)cc1 (stereo unspecified)
1.48 | i | COc1ccc(N2CCN(Cc3nc(N)nc(Nc4ccc(C)c(Cl)c4)n3)CC2)cc1
1.26 | i | COc1ccc(NS(=O)(=O)c2ccc(Br)cc2)cn1
-0.12 | i | O=C(N/N=C/c1ccc2ccccc2c1)c1ccc(COc2ccc3c(c2)CCC3)o1
-1.08 | i | CCOc1ccccc1NC(=O)c1ccc2c(c1)C(=O)N(CC)C2=O
0.2 | i | OCCNCCCOc1cc(Cl)ccc1Cl
1.5 | i | CC(=O)Nc1cc(C)nn1-c1nc2ccccc2s1
0.03 | i | COc1ccc(NC(=O)CS(=O)(=O)c2cn(CC(=O)N3CCOCC3)c3ccccc23)cc1OC
-0.68 | i | O=C(Nc1ccc(-c2nc3ccccc3o2)cc1)c1ccc(N2C(=O)C3C4C=CC(C4)C3C2=O)cc1 (stereo unspecified)
-0.04 | i | Cc1nnc(SCC(=O)Nc2cc(C(F)(F)F)ccc2Cl)n1C
-1 | i | O=C(CCC(=O)c1ccc(Br)cc1)Nc1cccnc1
-0.42 | i | CC(C)NC(=O)Cn1c(SCC(=O)c2ccc(F)cc2)nc2ccccc21
-0.26 | i | Cc1ccc(C)c2c(N)c3c(nc12)CCCCC3 (tested in a mixture with another compound)
0.49 | i | Cc1nn(Cc2ccc(Cl)cc2)c(C)c1NC(=O)c1cc(-c2ccc3c(c2)OCO3)on1
-0.86 | i | CC(C)(C)/C(O)=C/c1nc2ccccc2oc1=O

More structures follow.
Kir21 inh | KCNQ2 block | Structure
-0.34 | i | CCc1c(C(=O)Nc2ccc(C)c(C)c2)[nH]c(C)c1C(C)=O
-3.32 | i | CSc1ccc(CN2CCN(Cc3ccccc3)C(CCO)C2)cc1 (stereo unspecified)
0.2 | i | CC1Cc2ccccc2N1C(=O)COc1nc2ccccc2nc1N1CCOCC1 (stereo unspecified)
0.23 | i | COc1cccc(OC)c1C(=O)N1CCOCC1
-0.88 | i | COc1ccc(-c2nnc3n2CCCCC3)cc1
3.56 | i | c1ccc(-c2nnc(OCC3CCCO3)c3ccccc23)cc1 (stereo unspecified)
1.85 | i | O=C(NCCc1ccccc1)C1CCC(=O)N(CCCN2CCCC2=O)C1 (stereo unspecified)
1.24 | i | O=c1cc2n(c(=O)[nH]1)CCC1=C2CCCC1
-0.24 | i | CSCC(C)N1CCC(CCC(=O)NC2CC2)CC1 (stereo unspecified)
0.51 | i | Cc1cc(Nc2cccc(Cl)c2)nc(-c2ccccc2O)n1
-0.95 | i | COc1ccc(C2CC(=O)C=C(NC3CCCC3)C2)cc1 (stereo unspecified)
1.68 | i | CN(Cc1cnn(C)c1)Cc1nc(-c2ccc(Cl)cc2)no1
-0.16 | i | Cc1ccc(Cn2c(CN3CC(C)OC(C)C3)nc3c2c(=O)n(C)c(=O)n3C)cc1 (stereo unspecified)
0.01 | i | CC1=C/C(=N\NC(=S)NCCc2ccccc2)CC(C)(C)C1
-0.51 | i | CCn1ccc2c(OCC(=O)NCCc3ccc(OC)c(OC)c3)cccc2c1=O
0.11 | i | COc1ccc(/C=N/n2c(=O)[nH]c3c([nH]c4ccc(Br)cc43)c2=O)cc1CN1CCOCC1
-0.04 | i | CC(NC(=O)C(=O)N/N=C/c1ccc(Cl)cc1)c1ccccc1 (stereo unspecified)
0.27 | i | CCOC(=O)/C(C#N)=N/Nc1c(S(=O)(=O)Cc2ccco2)csc1C(=O)OC
0.16 | i | COc1cc2c(cc1OC)C(C)N(C(=O)c1ccc(Cl)c(S(=O)(=O)N3CCCCC3)c1)CC2 (stereo unspecified)
0.51 | i | NC(=O)C1CCN(C(=O)CN(C2CCCCC2)S(=O)(=O)c2ccc(F)cc2)CC1
0.93 | i | O=C(Nc1cccc(C(F)(F)F)c1)C(Sc1ncnc2ccccc12)c1ccccc1 (stereo unspecified)
-1.61 | i | CCn1c(C)nc2cc(S(=O)(=O)C(F)(F)C(F)C(F)(F)F)ccc21 (stereo unspecified)
-0.61 | i | CCCCn1c(N)c(N(CCOC)C(=O)c2cc3c(s2)CCC3)c(=O)[nH]c1=O
1.6 | i | COc1ccc(C(=O)N/C(=C/c2ccc(Cl)cc2)C(=O)NCc2ccncc2)cc1
-1.93 | i | O=C(Nc1cccc(Cl)c1)Nc1ccccc1NS(=O)(=O)c1cccs1
1.21 | -7.67* | COc1ccc(CCNC(=O)Cc2ccc(OCc3ccccc3)c(OC)c2[N+](=O)[O-])cc1OCc1ccccc1
-0.73 | i | CCOC(=O)c1c(C)[nH]c(C)c1C(=O)CSc1nc2ccccc2c(=O)n1-c1ccc(CC)cc1
2.66 | i | O=C(NC1CCCCC1)[C@H](CSCc1ccccc1)N1Cc2ccccc2C1=O
0.07 | i | CC1CCCCC1NC(=O)c1ccc(S(=O)(=O)N2CCN(C)CC2)cc1 (stereo unspecified)
-0.68 | i | Cc1cccc(C)c1NC(=O)CSc1nnc(C)c(=O)[nH]1

A run of entries from further up, for reference:
Kir21 inh | KCNQ2 block | Structure
0.07 | i | CC1CCCCC1NC(=O)c1ccc(S(=O)(=O)N2CCN(C)CC2)cc1 (stereo unspecified)
-0.68 | i | Cc1cccc(C)c1NC(=O)CSc1nnc(C)c(=O)[nH]1

Later entries.
Kir21 inh | KCNQ2 block | Structure
0.17 | i | COc1ccc(CCNC(=O)C2CC(c3ccc(C(F)(F)F)cc3)=NO2)cc1 (stereo unspecified)
1.84 | i | CCOc1ccc(/C=N/NC(=S)NC2CC3C=CC2C3)cc1 (stereo unspecified)
-0.49 | i | CCc1ccc(CNC(=O)CCS(=O)(=O)Cc2ccc(C)cc2)cc1
-0.11 | i | O=C(O)c1[nH]c2ccc(Cl)cc2c1CC(=O)N1CCN(C(=O)c2ccco2)CC1
-0.15 | i | Cc1ccc2oc(=O)c3cnn(CC(=O)N4CCN(c5ccccc5)CC4)c3c2c1
-0.37 | i | Cc1cc2ccccn2c1C(=O)c1ccccc1F
0.01 | i | C=CCNC(=O)CSc1nnc(-c2ccc(S(=O)(=O)N3CCCC3)cc2)n1C
-0.69 | i | Cc1cccc(-c2nc(CSCC(=O)NCc3cccs3)c(C)o2)c1
-0.03 | i | Cc1cc(Cl)ccc1OCC(=O)Nc1ccccc1CO
-1.84 | i | CN(C(=S)Nc1ccc(F)cc1)C1(c2ccccc2Cl)CCCCC1=O (stereo unspecified)
0.96 | i | O=C(Cn1cccc1C(=O)c1ccccc1)NCc1ccccc1Cl
1.26 | i | Cc1ccc(-c2nnc(N3CCOCC3)c3ccccc23)cc1S(N)(=O)=O
-0.38 | i | O=C(CSCc1cc(=O)n2ccsc2n1)Nc1ccccc1
-0.65 | i | COc1cccc(C2CC(=O)NC(SC)=C2C#N)c1 (stereo unspecified)
-0.04 | i | COCC(=O)N1CCC(Oc2ccc(C(=O)NCCCn3cccn3)cc2)CC1
-0.46 | i | CC(C)(C)n1[nH]c2c3c(ccc2c1=O)C(=O)c1ccccc1C3=O
-0.35 | i | CCn1cnc2cc(NCc3ccc(Cl)cc3)ccc21
2.32 | i | COC(=O)C1=C(C)N=c2s/c(=C3\C(=O)Nc4ccccc43)c(=O)n2C1c1ccccc1 (stereo unspecified)
-0.09 | i | CCOC(=O)CN1CC23C=CC(O2)C(C(=O)O)C3C1=O (stereo unspecified)
-1.05 | i | Cc1ccc(SCCCCN2CCOCC2)cc1

Overlap with the part before: three entries; new compounds follow.
Kir21 inh | KCNQ2 block | Structure
2.32 | i | COC(=O)C1=C(C)N=c2s/c(=C3\C(=O)Nc4ccccc43)c(=O)n2C1c1ccccc1 (stereo unspecified)
-0.09 | i | CCOC(=O)CN1CC23C=CC(O2)C(C(=O)O)C3C1=O (stereo unspecified)
-1.05 | i | Cc1ccc(SCCCCN2CCOCC2)cc1
1.5 | i | CCCCC(=O)Nc1nc2c(OC)ccc(OC)c2s1
0.28 | i | Cc1cc(Cl)ccc1N1C(=O)CC(NNC(=O)c2cccnc2)C1=O (stereo unspecified)
0.03 | i | CN(C)CCN(C(=O)c1ccc(C(=O)c2ccccc2)cc1)c1nc2cc3c(cc2s1)OCCO3
0.72 | i | CC(=O)c1ccc(NC(=O)C(C)NCc2ccc(Cl)cc2)cc1 (stereo unspecified)
0.69 | i | COc1ccc(CCNc2nc(C)cc(C)c2C#N)cc1OC
0.54 | i | NC(=O)CSc1nc2c(sc3ccccc32)c(=O)n1CCCN1CCOCC1
0.09 | i | CC(C)CN(C(=O)COc1ccc(C(C)(C)C)cc1)C1CCS(=O)(=O)C1 (stereo unspecified)
0.37 | i | COc1cc(CC(=O)O)c(C(C)=O)cc1OC
-1.43 | i | COc1ccc(/C(C)=C2/SC(=S)N(CCC(=O)O)C2=O)cc1
0.6 | i | CCN(CC)S(=O)(=O)c1ccc(C)c(NC(=O)COc2ccc3c(C)cc(=O)oc3c2)c1

Laid out differently: entries from further up.
Under each structure: Kir21 inh, KCNQ2 block
CN(C)CCN(C(=O)c1ccc(C(=O)c2ccccc2)cc1)c1nc2cc3c(cc2s1)OCCO3
→ 0.03, i
CC(=O)c1ccc(NC(=O)C(C)NCc2ccc(Cl)cc2)cc1 (stereo unspecified)
→ 0.72, i

The list continues:
Kir21 inh | KCNQ2 block | Structure
1.24 | i | COC(=O)c1ccc2c(=O)n(CCN3CCOCC3)c(SCC(=O)Nc3ccc(OC)cc3OC)nc2c1
-0.46 | i | COc1ccc(/C=C/C(=O)C2CC2)cc1COc1c(C)cccc1C
0.59 | i | Cn1c(=O)oc2cc(S(=O)(=O)NCC3CCCO3)ccc21 (stereo unspecified)
1.19 | i | Cc1[nH]n2cnnc2c(=O)c1Br
0.36 | i | COc1ccc(-c2cc(C(=O)N3CCN(c4ccccc4)CC3)no2)cc1OC
-1.93 | i | O=C(CCCc1ccccc1)Nc1ccc2c(c1)OCCO2

In a second layout: entries from further up
SMILES | Kir21 inh | KCNQ2 block
Cc1[nH]n2cnnc2c(=O)c1Br | 1.19 | i
COC(=O)c1ccc2c(=O)n(CCN3CCOCC3)c(SCC(=O)Nc3ccc(OC)cc3OC)nc2c1 | 1.24 | i
O=C(CCCc1ccccc1)Nc1ccc2c(c1)OCCO2 | -1.93 | i

Source: PubChem (Johns Hopkins Ion Channel Center)
